# Source: PubChem
# NR5A2 inv ag: suppresses constitutive activity of human LRH-1 | O00482 | HEK293T StAR-luciferase reporter, LRH-1 transfected, 24 h | inhibition, % at 3.6 µM | actives 0.13% (n = 360,000) | AID 602396;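 active = inhibition above the mean inhibition of all tested compounds plus 3 SD, cut at about 73% in these data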;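 note: 0% = DMSO wells and 100% = reporter-only cells lacking LRH-1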
# TLR9-MyD88 inh: inhibitors of human TLR9-MyD88 binding | CHO BLA complementation TLR9-MyD88, CCF4 FRET ratio | inhibition, % at 4.98 µM | actives 0.21% (n = 340,000) | AID 504734;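 active = inhibition above the mean over all tested compounds plus 3 SD, cut at about 21% in these data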;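 note: 0% = DMSO only wells and 100% = clavulanate BLA inhibitor control wells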
# TWEAK Fn14 block: blocks TWEAK-Fn14 interaction in a reporter cell assay; TWEAK-stimulated Fn14 reporter cells, luciferase luminescence, 8 h; inhibition, % at 10 µM; actives 2% (n = 360,000); AID 1159606; in the data active = inhibition above about 50%
# NOD2-RIPK2 inh: NOD2-RIPK2 protein interaction inhibition | O43353 | inhibition, % at 4.98 µM | CHO BLA complementation NOD2-RIPK2, CCF4 ratio | actives 0.38% (n = 360,000); in the data active = inhibition above about 21%;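 note: 0% = vehicle only and 100% = reference blocker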
# Granule exo inh: lytic granule exocytosis inhibition | actives 0.66% (n = 360,000) | TALL-104 LAMP-1 surface exposure, flow cytometry; cells stimulated with thapsigargin and PMA | inhibition, % at 10 µM;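 active = inhibition above about 55%, limit read from the data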
# SRC3 inh: human NCOA3 inhibition | Q9Y6Q9 | HEK293 GAL4-SRC3 luciferase reporter, luminescence | inhibition, % at 3.6 µM | actives 0.17% (n = 360,000) | AID 588352;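 active = inhibition above a per-campaign cutoff, the mean of all compounds plus 3 SD, cut at about 60% in these data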;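 note: 0% = DMSO-treated cells and 100% = gossypol-treated cells at 36 µM; higher means less SRC3-driven luciferase light from the GAL4 reporter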
# Target sequence (Q9Y6Q9 whole entry, looked up, the tested form may be a part): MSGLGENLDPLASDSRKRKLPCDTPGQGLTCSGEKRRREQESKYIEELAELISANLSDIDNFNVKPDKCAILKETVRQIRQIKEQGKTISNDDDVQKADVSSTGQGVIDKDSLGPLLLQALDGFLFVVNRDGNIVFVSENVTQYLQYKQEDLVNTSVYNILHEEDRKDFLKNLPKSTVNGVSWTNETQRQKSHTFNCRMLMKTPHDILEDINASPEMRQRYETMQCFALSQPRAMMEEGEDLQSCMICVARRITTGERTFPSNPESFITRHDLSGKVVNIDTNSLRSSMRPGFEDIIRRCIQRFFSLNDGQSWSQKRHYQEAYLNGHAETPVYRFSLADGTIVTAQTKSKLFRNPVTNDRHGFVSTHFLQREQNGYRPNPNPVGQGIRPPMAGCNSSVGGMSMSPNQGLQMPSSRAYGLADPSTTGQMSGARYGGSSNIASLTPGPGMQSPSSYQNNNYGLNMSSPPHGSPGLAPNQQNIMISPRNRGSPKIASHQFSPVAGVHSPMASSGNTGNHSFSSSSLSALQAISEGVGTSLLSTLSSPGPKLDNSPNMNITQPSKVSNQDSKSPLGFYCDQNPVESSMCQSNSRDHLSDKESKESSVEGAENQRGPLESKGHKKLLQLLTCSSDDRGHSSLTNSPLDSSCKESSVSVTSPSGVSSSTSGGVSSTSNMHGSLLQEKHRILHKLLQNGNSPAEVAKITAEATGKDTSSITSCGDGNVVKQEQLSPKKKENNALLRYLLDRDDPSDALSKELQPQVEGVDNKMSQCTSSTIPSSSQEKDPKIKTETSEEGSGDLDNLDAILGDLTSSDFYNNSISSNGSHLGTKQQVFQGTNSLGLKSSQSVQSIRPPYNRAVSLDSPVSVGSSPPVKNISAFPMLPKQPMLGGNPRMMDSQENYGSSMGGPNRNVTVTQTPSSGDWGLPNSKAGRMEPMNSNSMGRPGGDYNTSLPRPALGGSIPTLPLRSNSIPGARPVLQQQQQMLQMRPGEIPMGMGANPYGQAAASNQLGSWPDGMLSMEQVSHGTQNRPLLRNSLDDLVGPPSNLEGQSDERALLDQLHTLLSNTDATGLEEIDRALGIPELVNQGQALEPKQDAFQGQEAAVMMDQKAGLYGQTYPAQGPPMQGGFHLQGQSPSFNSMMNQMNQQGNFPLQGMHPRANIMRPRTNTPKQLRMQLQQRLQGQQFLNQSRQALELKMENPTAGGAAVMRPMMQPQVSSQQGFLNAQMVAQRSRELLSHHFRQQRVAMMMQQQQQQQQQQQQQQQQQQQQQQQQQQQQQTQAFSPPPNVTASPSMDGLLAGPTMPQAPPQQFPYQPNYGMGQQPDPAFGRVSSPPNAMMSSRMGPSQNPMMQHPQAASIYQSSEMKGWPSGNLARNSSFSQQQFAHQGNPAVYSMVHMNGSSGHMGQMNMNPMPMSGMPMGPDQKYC
# TROY NFkB inh: TROY signaling inhibition; Q293 LMP1-TROYcd NF-kB luciferase reporter, 4 h; actives 0.98% (n = 360,000); inhibition, % at 10 µM;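 active = compounds whose plate-normalised and pattern-corrected inhibition of the luciferase reporter signal at the single screening dose is 50% or more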
# SRC1 inh: human NCOA1 inhibition. actives 0.12% (n = 360,000). Q15788. HEK293 GAL4-SRC1 luciferase reporter, luminescence. inhibition, % at 3.6 µM;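 active = inhibition above the campaign mean plus 3 SD, with each screening campaign given its own cutoff, cut at about 60% in these data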;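 note: 0% = DMSO treated cells and 100% = gossypol at 36 µM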
# NCOA2 inhibitor: human SRC2 (NCOA2) inhibition | HEK293 GAL4-SRC2 luciferase reporter, luminescence | inhibition, % at 9 µM | actives 0.17% (n = 370,000) | AID 651957;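 active = inhibition above the mean inhibition of all tested compounds plus 3 SD, set per campaign, cut at about 52% in these data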;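 note: 0% = DMSO treated cells and 100% = cells given Gossypol at 36 µM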
# ABHD5-PLIN5 inh: ABHD5-PLIN5 protein interaction inhibition. Q00G26+Q8WTS1. Split G. princeps luciferase complementation, luminescence, 4 h. inhibition, % at 4 µM. actives 0.78% (n = 360,000);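 active = inhibition above the mean inhibition across every tested compound plus 3 SD, cut at about 22% in these data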;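 note: 0% = DMSO only wells and the 100% control is not disclosed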
# COUP-TFII inh: NR2F2 (human) inhibition, primary screen; actives 0.7% (n = 370,000); inhibition, % at 8.6 µM; HEK293T NGFI-A luciferase reporter, luminescence; P24468; AID 686940;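 active = inhibition above a per-plate cutoff, mean inhibition of test wells between control levels plus 3 SD, cut at about 38% in these data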;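 note: cells cotransfected with COUP-TFII expression vector driving the NGFI-A reporter; 0% = median of COUP-TF2 test wells and 100% = reporter-only cells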
# Numbers without * were called inactive; . = not tested or not shown. Some of the compounds tested; rates above refer to the full screens.
SMILES,NR5A2 inv ag,TLR9-MyD88 inh,TWEAK Fn14 block,NOD2-RIPK2 inh,Granule exo inh,SRC3 inh,TROY NFkB inh,SRC1 inh,NCOA2 inhibitor,ABHD5-PLIN5 inh,COUP-TFII inh
Cc1cccc(C(=O)OC(C)CN2CCOCC2)c1 (stereo not given),-10,-13,-7,-1,7,-13,-18,-26,-16,6,8
Cc1cc(C(=O)CN2C(=O)NC3(CCC(C)CC3)C2=O)c(C)n1C (stereo not given),-4,0,12,7,0,9,-6,-5,13,2,-9
CSc1ncccc1C(=O)N1CCCC(C(=O)c2ccc3ccccc3c2)C1 (stereo not given),-4,-14,18,1,4,-1,14,-17,1,2,-7
Cc1ccc(NC(=O)CSCC(=O)N2CCN(Cc3ccc4c(c3)OCO4)CC2)cc1,-15,-8,6,-20,-3,17,-3,3,3,-7,3
O=C(Nc1cccc(Cl)c1)c1cc(S(=O)(=O)N2CCOCC2)cs1,6,-1,14,-11,-1,7,20,-15,12,-2,-28
Cc1cc(C)cc(N(CC(=O)NC2CCCCC2)C(=O)c2ccc(C)s2)c1,-7,-5,11,14,0,18,-9,1,16,-4,22
COc1cc(OC)cc(C(=O)NCC(=O)NCc2ccccn2)c1,10,4,-5,9,1,5,-14,-9,4,-3,7
O=C(Nc1nc(-c2cc(F)ccc2F)cs1)c1ccccn1,-6,-5,-30,2,6,-67,-57,-31,-40,0,1
COc1ccccc1CC(=O)NC1CCN(Cc2ccccc2)CC1,4,-1,-3,2,-14,3,-28,-19,1,5,7
COc1ccccc1NC(=O)Cn1nnc(-c2ccccc2NC(=O)c2cccs2)n1,-17,-6,-9,1,26,7,-4,-10,-14,0,-9
O=C(Cc1c[nH]c2ccccc12)NC1(C(=O)NC2CCCCC2)CCCCC1,3,13,24,6,0,-4,-11,-7,4,-1,-7
COc1nc(N)c(C#N)c(-c2ccc(N(C)CCC#N)cc2)c1C#N,16,.,4,-5,3,-5,17,21,1,1,8
CCOc1ccc(N2C(=O)CC(NCCc3ccc(S(N)(=O)=O)cc3)C2=O)cc1 (stereo not given),6,-6,108*,-4,0,3,.,10,4,6,4
O=C(NCc1ccc2c(c1)OCO2)c1ccc(-n2cnnn2)cc1,7,8,20,-1,-2,-5,9,13,-6,1,15
Clc1ccccc1OCCNc1nc(NCC2CC2)nc2ccsc12,24,.,27,-8,4,10,22,10,5,6,5
Cn1c(N)c(Sc2ccccc2[N+](=O)[O-])c(=O)n(C)c1=O,-2,-13,10,-5,-4,-19,-1,9,16,-13,5
CCOC(=O)c1[nH]c2ccccc2c1NC(=O)C1CCCCC1,15,4,-15,-7,-1,14,0,-13,-5,3,-10
CC(=O)c1cn(CC(=O)Nc2ccc(C)c(C)c2)c2ccccc12,21,-14,6,-8,-1,29,-27,-4,10,-4,32
O=C(c1ccco1)N1CCN(C(=O)C(c2ccccc2)c2ccccc2)CC1,2,4,-6,1,-7,3,-6,0,2,1,11
Cc1ccc(Sc2c(C(=O)Nc3ccc(F)cc3F)c(C(F)(F)F)nn2C)cc1,19,4,5,-1,24,9,-9,-8,-7,-3,-4
COc1ccc(CCN2CC(C(=O)NCCCn3nc(C)cc3C)CCC2=O)cc1 (stereo not given),17,1,-7,0,-4,12,-17,-20,-41,11,11
COc1ccc(CCN2C(=O)c3ccccc3C2(O)c2ncc[nH]2)cc1OC (stereo not given),1,12,-4,1,-1,6,-2,-22,-15,-2,8
Cc1ccc(C)c(NC(=O)c2ncn[nH]2)c1,17,7,-5,4,-1,-11,-3,-10,0,1,-16
CCOc1ccc(NC(=O)CSc2nnc(-c3ccccn3)n2C)cc1,-22,-7,-9,3,-2,-3,6,-5,-8,-6,-6
CCOc1cc(C)nc(NCc2ccccc2)n1,-4,8,-14,-1,2,10,4,-6,15,1,1
COC(=O)[C@@]12C[C@@H](CC(=O)NCC34CC5CC(CC(C5)C3)C4)C(=O)N(Cc3ccccc3)C1=CCC(C)(C)C2,11,.,.,-2,-3,.,.,.,-7,-2,5
O=C(NCC(=O)N1CCOCC1)c1ccccc1,2,-10,13,-6,-6,-7,-22,-42,5,2,-15
CCOC(=O)c1c(-c2ccc(OC)cc2)csc1NC(=O)COc1ccc2c(C)cc(=O)oc2c1,-4,6,-2,-5,-1,-19,-5,-14,-39,0,-18
O=C1CC(c2ccco2)CC(O)=C1C=NCCN1CCN(C2CC(=O)N(c3ccccc3)C2=O)CC1 (stereo not given),-1,-1,-17,-5,-1,4,10,-3,-18,-2,-4
Cc1ccccc1NC(=S)N(C)Cc1cccs1,0,-3,-8,-4,-6,1,-15,-13,5,-1,13
S=C(c1ccc(N2CCOCC2)cc1)N1CCCCC1,4,6,-25,-3,-2,-14,-15,-24,-8,-7,0
Oc1ccc(Cl)cc1Sc1cc(Cl)ccc1O,8,1,73*,-5,3,-11,62*,10,-33,-8,0
O=C(OCc1cn([C@@H]2C[C@H](c3ccc(Cl)cc3)N(CC3CCCCC3)C[C@H]2O)nn1)c1ccccc1,2,-4,6,-9,-8,-21,-3,9,-22,-2,-7
CCN(CC)C(=O)c1cccc(-c2csc(C(O)c3ccc(F)c(OC)c3)n2)c1 (stereo not given),20,.,16,-1,0,9,23,7,27,2,20
O=C(NC1=NCCS1)c1cc(-c2ccccc2)nn1-c1ccccc1,14,4,-6,-1,0,11,-16,-9,-21,-2,9
COc1ccccc1-n1cc(C(=O)NCC(=O)N2CCN(Cc3ccccc3)CC2)c2ccccc2c1=O,3,1,12,7,-1,6,1,-24,-3,9,-20
COc1cccc2cc(/C(=N/O)c3ccc(Br)cc3)oc12,-8,10,17,18,2,6,3,6,13,-14,11
O=C(NCc1cccnc1)C1CCN(S(=O)(=O)c2cccs2)CC1,19,5,6,4,-2,-3,31,2,7,5,-23
Cc1nn(CC(=O)NC(=O)NC2CCCC(C)C2C)c(=O)c(C#N)c1C (stereo not given),8,11,0,-1,-2,-14,2,-6,-4,4,-1
COc1ccccc1Nc1nn2c(=O)c3ccc(C(=O)N4CCCC(C)C4)cc3nc2s1 (stereo not given),-11,-2,24,-9,18,6,-1,9,-4,3,2
C=CCNC(=O)CN1C(=O)CSc2ccc(S(=O)(=O)N3CCOCC3)cc21,10,4,16,-1,-8,-23,-4,5,1,12,-7
CC(C)Oc1ccc(C(=O)Nc2nc3ccccc3[nH]2)cc1,-40,-6,98*,-16,-3,16,82*,35,-11,-1,-3
COc1ccccc1NC(=O)/C(C#N)=C/c1cc([N+](=O)[O-])ccc1N1CCCC1,-17,1,11,-11,-1,7,-22,-5,-17,0,11
O=C(COC(=O)CCNS(=O)(=O)c1ccccc1)NC1CC1,9,1,6,-9,1,23,0,5,-25,5,-4
COc1ccc(Cn2nnc3c(=O)[nH]c(C4CCCN(C(=O)c5ccccc5)C4)nc32)cc1 (stereo not given),-6,-4,-1,-2,7,-6,0,-5,-13,2,-2
COc1ccc(Cl)cc1NS(=O)(=O)c1cccc(C(=O)NC2CCC(O)CC2)c1 (stereo not given),16,-6,4,-5,-4,6,11,-11,-14,4,1
CC1(C)CC(NC(=O)CCc2nnc(CCCCc3ccccc3)o2)CCO1 (stereo not given),-2,-3,-23,-4,1,6,5,6,16,4,-4
CC(=O)Nc1ccc(NC(=O)CCCN2C(=O)C(c3ccccc3)Oc3cccnc32)cc1 (stereo not given),-25,1,-9,-4,-2,-2,2,-15,-14,-2,1
NS(=O)(=O)c1cccc(NC(=O)COC(=O)Cn2cc(C(F)(F)F)ccc2=O)c1,4,-3,-3,-5,-1,1,-5,-17,29,-2,1
CCOC(=O)[C@H]1[C@H]2COc3ccccc3[C@@H]2N2C(=O)c3cc(F)ccc3NC(=O)[C@@]12C,-26,-11,0,-11,0,-21,0,-4,9,-8,7
Nc1nnc(SC2CCCC2)s1,-11,-8,1,-11,2,-11,-24,-3,-44,-6,-5
CC1CCCN(C(=O)CCCNC(=O)c2ccc(Cl)cc2)C1 (stereo not given),14,-7,-3,-9,1,3,1,-8,-6,8,0
CC(O)(c1ccccc1)c1nc(-c2ccc(S(C)(=O)=O)cc2)cs1 (stereo not given),32,.,8,-3,-4,-11,1,-18,-11,-8,9
COC(=O)[C@]12CCCCC=C1N(Cc1ccc3c(c1)OCO3)C(=O)[C@H](CC(=O)NCCCCc1ccccc1)C2,16,.,.,-6,20,.,.,.,-4,2,8
CCCn1c(=O)c2ccccc2n2c(SCCOc3ccc(C)cc3)nnc12,12,1,11,-10,-1,22,10,-111,-35,3,15
CC1c2cc3c(cc2CCN1C(=O)c1cccc(Cl)c1)OCCCO3 (stereo not given),-10,-1,4,-8,1,8,-3,-1,24,-3,18
O=S(=O)(c1ccccc1C(F)(F)F)N1CCOCC1,-4,9,-1,-3,-4,17,4,5,-10,-3,-2
CCOc1ccc(S(=O)(=O)NCc2ccc3c(c2)OCO3)cc1NC(C)=O,17,-12,6,11,1,3,18,4,-15,3,-1
O=C(CCc1ccccc1)NC(=S)NCc1ccco1,2,2,20,-2,6,0,-28,-7,-13,-6,-17
CCOC(=O)Cc1csc(NC(=O)Nc2ccc(F)cc2)n1,-16,8,-6,4,9,23,-2,-15,-4,-1,1

# A second format for part of the listing above.
# Below each SMILES: NR5A2 inv ag | TLR9-MyD88 inh | TWEAK Fn14 block | NOD2-RIPK2 inh | Granule exo inh | SRC3 inh | TROY NFkB inh | SRC1 inh | NCOA2 inhibitor | ABHD5-PLIN5 inh | COUP-TFII inh
Nc1nnc(SC2CCCC2)s1
    -11 | -8 | 1 | -11 | 2 | -11 | -24 | -3 | -44 | -6 | -5
CC1CCCN(C(=O)CCCNC(=O)c2ccc(Cl)cc2)C1 (stereo not given)
    14 | -7 | -3 | -9 | 1 | 3 | 1 | -8 | -6 | 8 | 0
CC(O)(c1ccccc1)c1nc(-c2ccc(S(C)(=O)=O)cc2)cs1 (stereo not given)
    32 | . | 8 | -3 | -4 | -11 | 1 | -18 | -11 | -8 | 9
COC(=O)[C@]12CCCCC=C1N(Cc1ccc3c(c1)OCO3)C(=O)[C@H](CC(=O)NCCCCc1ccccc1)C2
    16 | . | . | -6 | 20 | . | . | . | -4 | 2 | 8

# Additional compounds.
SMILES,NR5A2 inv ag,TLR9-MyD88 inh,TWEAK Fn14 block,NOD2-RIPK2 inh,Granule exo inh,SRC3 inh,TROY NFkB inh,SRC1 inh,NCOA2 inhibitor,ABHD5-PLIN5 inh,COUP-TFII inh
O=C(CN1CCN(c2ccccc2O)CC1)NC(c1ccccc1)c1ccccc1,-6,5,-5,-9,-8,-7,4,3,24,1,2
Cc1ccc(C)c(/C=N/NC(=S)NCCc2ccccc2)c1,8,-5,8,-7,6,4,-15,11,6,4,10
C[C@H](NS(=O)(=O)c1c(Cl)cccc1Cl)C(=O)NNC(=O)COc1ccccc1F,-3,-11,0,-4,24,-1,2,-15,3,-2,-7
O=C(/C=C/c1ccco1)NCc1ccco1,-8,.,20,0,3,6,11,-10,-41,7,11
Cc1cc(N2CCN(C)CC2)nc2ccc(NC(=S)N3CCN(c4ccc(Cl)cc4)CC3)cc12,-13,-3,-7,-5,24,-2,23,-8,14,10,5
O=C(CSc1ccc(-c2ccc(F)cc2)nn1)Nc1ccc2c(c1)OCCO2,10,-3,12,2,-6,-3,4,2,0,-4,0
COc1ccc(NC(=O)Cc2ccsc2)cc1S(=O)(=O)N1CCOCC1,-2,5,1,0,-6,-6,6,-21,8,-8,13
